Cl transport mod: modulates chloride dependent transport by human KCC2. B-score of Tl+ flux slope (higher = more flux/activation; lower = inhibition) at 10 µM. AID 1456. actives 2.2% (n = 190,000). KCC2 cells, thallium flux FluoZin-2 fluorescence. Q9H2X9;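 active = thallium flux slope and its plate-corrected score both differing from the plate sample mean at a set confidence after two filtering rounds, in either direction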;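 also: slope of fluorescence scaled to starting intensity during 10 to 20 s after thallium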
Target sequence (Q9H2X9 whole entry, looked up): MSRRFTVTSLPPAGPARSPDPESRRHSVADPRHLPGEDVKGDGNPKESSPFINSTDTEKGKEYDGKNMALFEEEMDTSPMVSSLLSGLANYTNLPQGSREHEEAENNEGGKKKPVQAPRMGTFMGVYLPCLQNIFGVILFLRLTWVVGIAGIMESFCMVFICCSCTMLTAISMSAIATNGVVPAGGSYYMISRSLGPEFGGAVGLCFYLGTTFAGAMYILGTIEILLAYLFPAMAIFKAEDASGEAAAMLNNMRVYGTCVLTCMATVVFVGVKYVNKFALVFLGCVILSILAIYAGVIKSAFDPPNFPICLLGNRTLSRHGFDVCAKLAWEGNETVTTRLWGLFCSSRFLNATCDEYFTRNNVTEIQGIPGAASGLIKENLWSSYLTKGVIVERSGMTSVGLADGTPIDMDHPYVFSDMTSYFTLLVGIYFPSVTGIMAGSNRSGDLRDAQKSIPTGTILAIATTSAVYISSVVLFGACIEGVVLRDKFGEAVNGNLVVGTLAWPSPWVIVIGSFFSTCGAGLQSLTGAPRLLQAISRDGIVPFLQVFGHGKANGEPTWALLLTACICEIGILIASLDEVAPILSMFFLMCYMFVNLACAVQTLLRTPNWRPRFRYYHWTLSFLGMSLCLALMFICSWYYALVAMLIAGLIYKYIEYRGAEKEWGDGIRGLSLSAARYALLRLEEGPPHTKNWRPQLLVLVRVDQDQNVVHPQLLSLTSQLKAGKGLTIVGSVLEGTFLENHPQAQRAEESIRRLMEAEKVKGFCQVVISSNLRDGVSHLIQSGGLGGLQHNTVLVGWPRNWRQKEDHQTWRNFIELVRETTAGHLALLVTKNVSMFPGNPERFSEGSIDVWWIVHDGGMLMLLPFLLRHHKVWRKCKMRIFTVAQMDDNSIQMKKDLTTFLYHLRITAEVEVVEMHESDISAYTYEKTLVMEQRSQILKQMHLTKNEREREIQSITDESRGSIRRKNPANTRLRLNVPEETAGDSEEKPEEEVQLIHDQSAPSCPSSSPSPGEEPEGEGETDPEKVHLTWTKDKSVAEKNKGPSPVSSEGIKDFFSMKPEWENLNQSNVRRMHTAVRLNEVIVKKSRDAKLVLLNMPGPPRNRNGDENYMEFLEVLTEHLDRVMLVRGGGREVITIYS
zfTRPN1 agonist: zebrafish TRPN1 (NompC) channel agonism; HEK293 zebrafish TRPN1-YFP, Fluo-8 calcium fluorescence; 100% = response to 87 µM carbachol; activation, % at 3 µM; actives 0.18% (n = 220,000); AID 1424;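 active = activation above its plate's cutoff, the mean activation of test wells on that plate plus 3 SD, cut at about 19% in these data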;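 also: 0% = DMSO alone and 100% = 87 µM carbachol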
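Material – zebrafish TRPN1-YFP in HEK293 cells · Doses – 3 µM single point · Schedule – dye 1 h 37 °C plus 30 min RT · Signal – Fluo-8 calcium fluorescence, excitation 470-495 nm, emission 515-575 nm · Read-out – % activation versus carbachol response · Control set – carbachol high, DMSO low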
Tb hexokinase: T. brucei hexokinase 1 inhibition; inhibition, % at 10 µM; AID 1430; actives 0.11% (n = 220,000); recombinant TbHK1, G6PDH-coupled NADH A340;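 active = inhibition of 50% or more in the single-dose primary screen; inactive = inhibition below 50%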
Furin inh: human furin inhibition. actives 0.061% (n = 220,000). P09958. inhibition, % at 30 µM. purified furin, fluorogenic substrate cleavage; in the data active = inhibition above about 25%; also: inactives centre near -15
m-calpain inh: blocks pig calpain II enzyme activity; actives 0.37% (n = 220,000); purified calpain II, fluorogenic peptide substrate, 30 min; inhibition, % at 16 µM; AID 1236;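 active = inhibition above about 50%, limit read from the data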
Thrombin inh: thrombin (human) inhibition. actives 0.26% (n = 220,000). inhibition, % at 5 µM. alpha-thrombin, Boc-VPR-AMC fluorogenic substrate cleavage. AID 1046. P00734;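 active = inhibition at or above 40%; inactive = inhibition below 40%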;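 also: 0% = enzyme with no compound and 100% = wells without enzyme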
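Material: human alpha-thrombin protein; Also added: Boc-VPR-AMC substrate, 15 µM final; Timing: enzyme reaction carried out at room temperature; Signal: fluorescence, ex 355 nm, em 460 nm; Measure: % inhibition of thrombin; Controls: enzyme without compound as high, wells lacking enzyme as low.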
TRPML3 ag: human mucolipin-3 channel agonism; Q8TDD5; HEK293 TRPML3-YFP, Fluo-8 calcium fluorescence; 100% = the carbachol control signal; activation, % at 3 µM; actives 0.29% (n = 220,000); AID 1448;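 active = activation above its plate's cutoff, the mean activation of the plate's test wells plus 3 SD, cut at about 12% in these data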;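 also: 0% = DMSO only wells and 100% = carbachol wells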
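Material: TRPML3-YFP stable HEK293 cells | Dosing: One concentration, 3 µM nominal, 0.3% DMSO | Timing: 125 s total fluorescence read per well | Technique: Fluo-8 calcium dye fluorescence, ex 470-495, em 515-575 nm | Measure: Percent activation from peak-to-basal fluorescence ratio, scaled between DMSO and carbachol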
PPC-1+TRAIL kill: PPC-1 cancer cell killing with TRAIL present. PPC-1 cells + TRAIL, ATPLite viability luminescence. cell killing (% activity), % at 4 µM. actives 0.41% (n = 220,000);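 active = cell killing above 50% in the first pass at 4 µM, then a duplicate retest at 5 µM averaging 50% or more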;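 also: plate controls were cells with TRAIL plus DMSO for no effect and medium-only wells lacking cells for full effect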
EBV gp42 inh: inhibitors of Epstein-Barr virus glycoprotein 42; Q1HVG2; Fluorescence polarization binding assay, mP read-out; inhibition, % (tested at 21.74 µM); actives 0.42% (n = 220,000); AID 1085; in the data active = inhibition above about 50%
* = called active by the depositor; . = no result given; [ ] = dose if it differs, or a comment.

SMILES	Cl transport mod	zfTRPN1 agonist	Tb hexokinase	Furin inh	m-calpain inh	Thrombin inh	TRPML3 ag	PPC-1+TRAIL kill	EBV gp42 inh
CCN(c1ccccc1)S(=O)(=O)c1cc(OC)ccc1OC	-0.4	-1.2	-1	-16[20 µM]	20	-5	-0.3	2	-11
CCN(CC)c1ccc(/C=N/Nc2cccc(C)c2)c(O)c1	1.1	0.1	-28	-5	20	-8	0.9	-5	-35
CC1(C)CC(=O)C(CC2=C(O)CC(C)(C)CC2=O)C(=O)C1	-0.82	1.1	5	-15	-1	0	0.6	5	-21
COc1ccccc1OCCCn1cc(C#N)c2ccccc21	.	-1.2	2	-9[20 µM]	12	10	-0.2	8	-12
CCOC(=O)CNC(=S)NN(C)C	2	-0.5	7	-25	-2	-10	0.2	9	-1
C=COC(=O)CSc1nc(-c2cccs2)ccc1C#N	1.7	-0.7	-2	-6	.	39	0.8	-12	.
CC1Cc2ccccc2N1C(=O)C1CCN(S(=O)(=O)c2cccs2)CC1 (centres undefined)	.	1.0	-1	-28	21	4	1.1	25	11
CCSc1nc2cc(OC)c(OC)cc2c(=O)n1CC	-0.99	-1.6	-8	-14[20 µM]	6	24	-0.5	1	-5
Cc1cccc(-n2c(N)cc(=O)nc2SCC(=O)Nc2cc(C)on2)c1	-0.22	-0.3	-4	-16	-2	-7	1.0	0	-16
O=[N+]([O-])c1cc(S(=O)(=O)N2CCCC2)ccc1NCCCN1CCOCC1	-0.96	1.6	0	-28	-37	3	1.2	23	10
O=[N+]([O-])c1cccc2ccc(/C=C/c3cccc(Br)c3)nc12	0.52	-1.0	-12	-20	-11	-2	0.8	20	-20
COC(=O)c1sccc1NC(=O)c1ccccc1	-0.42	-2.6	1	-12	29	-3	-1.0	-5	-4
COC(=O)c1ccc(S(=O)(=O)NCc2cccc(OC)c2)n1C	0.13	0.1	4	-26	-15	1	-0.7	0	-2
CSCCC(=O)Nc1nc(-c2ccccn2)cs1	0.94	1.8	-1	-15	-37	-21	1.0	-6	-5
O=C(OCn1nnc2ccccc2c1=O)c1cccnc1Cl	.	-0.6	-1	-23[20 µM]	-10	4	1.4	2	-9

Compounds listed so far containing an aryl methoxy group (4):
SMILES	Cl transport mod	zfTRPN1 agonist	Tb hexokinase	Furin inh	m-calpain inh	Thrombin inh	TRPML3 ag	PPC-1+TRAIL kill	EBV gp42 inh
CCN(c1ccccc1)S(=O)(=O)c1cc(OC)ccc1OC	-0.4	-1.2	-1	-16[20 µM]	20	-5	-0.3	2	-11
COc1ccccc1OCCCn1cc(C#N)c2ccccc21	.	-1.2	2	-9[20 µM]	12	10	-0.2	8	-12
CCSc1nc2cc(OC)c(OC)cc2c(=O)n1CC	-0.99	-1.6	-8	-14[20 µM]	6	24	-0.5	1	-5
COC(=O)c1ccc(S(=O)(=O)NCc2cccc(OC)c2)n1C	0.13	0.1	4	-26	-15	1	-0.7	0	-2

(list continues)
SMILES	Cl transport mod	zfTRPN1 agonist	Tb hexokinase	Furin inh	m-calpain inh	Thrombin inh	TRPML3 ag	PPC-1+TRAIL kill	EBV gp42 inh
CCCCN1CCCCC1C(=O)Nc1c(C)cc(C)cc1C (centres undefined)	0.49	-0.2	7	1	-5	-3	0.8	28	-25
O=C1CN(c2ccc(Cl)cc2)C(=O)CN1NC(=S)Nc1ccc(Cl)cc1	-0.0053	0.8	-1	2[20 µM]	-38	4	0.9	3	-17
COc1ccc(N2CCN(c3c(S(=O)(=O)c4ccccc4)cnc4ccc(OC)cc34)CC2)cc1	-0.7	-2.1	1	-2	1	-12	-0.9	26	2
COc1ccc(NS(=O)(=O)c2cc(NC(=O)c3ccc(F)cc3)ccc2OC)cc1	-0.76	0.2	1	-10	7	-5	0.9	2	-2
Cc1ccc(NS(=O)(=O)c2ccccc2)c2c1CC(C)(C)O2	0.7	-0.7	7	-18[20 µM]	8	-11	0.0	27	-12
O=C(COC(=O)c1ccco1)NCc1ccccc1Cl	-0.34	-0.4	-5	-12	2	14	-0.7	4	-13
COc1ccc(Nc2nc(N)nc(CN3CCN(c4ccccn4)CC3)n2)cc1	0.058	-0.7	-1	-11[20 µM]	-7	-2	0.4	-11	2
CCn1c(SCC(=O)n2nc(C)cc2C)nnc1-c1ccc2c(c1)OCO2	.	0.4	-1	-12	12	-7	0.3	6	-28
Cn1nnc2cc(C(=O)N3CCSCC3)ccc21	0.81	-0.1	1	4[20 µM]	4	5	0.7	28	6
Cc1ccc(C(=O)NC(=S)NCc2cccnc2)cc1C	0.34	-1.2	2	-20	-4	-26	-0.1	-2	-6
COc1ccc(C(=O)NCc2ccc(-c3nc4ccccc4s3)cc2)cc1OC	1.2	0.8	-14	-11[20 µM]	10	0	-0.2	15	4
CCOC(=O)N1CCN(C(=O)CSc2ccc(-c3ccccc3OC)nn2)CC1	-1.9	-0.8	-4	-22	-21	2	-0.1	-12	10
O=C(Cc1csc(N2CCOCC2)n1)N/N=C/c1ccc(O)c(O)c1O	-0.18	2.6	7	-24	-16	-1	1.0	9	-4
COc1ccc(-c2[nH]n(-c3ccc([N+](=O)[O-])cc3)c(=O)c2C=NCC2CCCO2)cc1 (centres undefined)	1.2	-0.1	-8	-14	-7	0	0.7	16	-8
O=C(Nc1cccc(Cl)c1)OCc1cn(-c2ccc(Cl)cc2)nn1	0.31	1.5	-1	-21	4	3	0.3	14	-16
Cc1nnc(SCCOC(N)=O)n1C	0.27	2.2	7	-20	-17	3	0.9	-6	-30
O=C(Nc1ccc(F)cc1F)c1csc(-c2ccccc2)n1	-0.16	-0.9	-1	-22	20	1	-0.1	0	-2
COc1ccc(NC(=O)Cn2c(C)cc(=O)c3ccccc32)cc1	0.064	7.6	-2	-1	26	-4	2.2	9	6
O=C(NCCCN1CCCC1=O)c1ccc2c(c1)NC(=O)C(N1CCOCC1)S2 (centres undefined)	-0.78	-0.6	9	-23[20 µM]	-12	2	0.7	-1	-11
COCCCNC(=O)C12CCC(C)(C(=O)C1)C2(C)C (centres undefined)	.	1.4	-3	-17[20 µM]	-20	-9	0.9	3	-6
Cc1nc2ccccn2c1C(=O)NCCCN1CCOCC1	0.057	0.1	-4	-26[20 µM]	-43	-8	0.9	7	0
CCOC(=O)c1nn(-c2ccc(F)cc2)c2nc(-c3ccccc3)c(C#N)c(=O)n12	-1.8	-1.9	-16	-17	-207	-1	-1.2	19	-6
Cc1c(O)ccc(NC(=O)/C=C/c2ccccc2)c1C	0.55	-0.4	-5	-17	-1	7	0.4	-14	-7
COCc1[nH]nc2c1C(c1c(F)cccc1Cl)C(C#N)=C(N)O2 (centres undefined)	-0.38	0.0	5	-22	-16	-3	-0.4	-1	-11
CN(Cc1ccc(Cl)cc1)C(=O)CCl	0.31	0.3	2	-8	-5	-5	-0.1	15	-1
O=C(Nc1nnc(SCc2ccc(Cl)cc2Cl)s1)C1COc2ccccc2O1 (centres undefined)	0.62	1.1	4	-18[20 µM]	-22	-1	0.0	5	-17
COc1cccc(C(=O)Nc2ccc(C)cc2)c1	.	-0.1	-1	19[20 µM]	27	1	-0.1	22	10
O=C(COc1ccc2ccccc2c1)NC1=NCCS1	-1.1	-0.3	8	-15[20 µM]	-30	-5	0.2	11	-1
Cn1nnnc1SCC(=O)Nc1ccc(Oc2ccccc2)cc1	-0.72	1.4	2	-1[20 µM]	9	-22	0.6	-4	-12
COc1ccc(/C=N/Nc2nc(Nc3ccccc3)nc(N3CCCC3)n2)cc1[N+](=O)[O-]	0.45	0.3	-7	-15	-72	-5	0.7	23	4
Cc1ccc(-n2c(SCC(=O)NNC(=S)Nc3ccccc3)nc3ccccc3c2=O)cc1	0.21	0.9	-1	-17	-7	-10	0.8	11	-22
CCSc1ccccc1C(=O)NCc1cccnc1	0.072	-0.5	5	-16	17	-4	0.8	-3	-3
O=C(CCN1C(=O)c2ccccc2C1=O)C1=NN[C@@H]2C(=O)N(c3ccc4c(c3)OCO4)C(=O)[C@H]12	-0.14	0.7	-30	-14	1	-7	0.8	-1	-12
CC1C/C(=N\NC(=O)c2ccc([N+](=O)[O-])cc2)CC(C)(C)C1 (centres undefined)	5.4*	0.9	-8	-11	28	-2	0.8	9	-8
O=C(O)/C(=C/c1ccco1)c1ccccc1	-1.2	0.2	3	-9	23	0	0.8	-7	5
CCOC(=O)c1c(NCc2ccccc2)n[nH]c1C	-0.78	1.4	-3	-20	-4	0	-0.5	13	-16
Cc1ccc2nc(-c3cccnc3)c(Nc3ccccc3C)n2c1	-0.61	-0.7	-10	-15	-12	-10	-0.2	5	9
O=C(O)C(Cc1c[nH]c2ccccc12)N1CCS(=O)(=O)CC1 (centres undefined)	0.54	0.2	0	-9	8	-2	0.5	-4	6
O=c1c2cn[nH]c2nc(SCc2c(F)cccc2F)n1-c1ccc(Cl)cc1	-0.82	-0.1	-2	-14	-91	-9	1.0	-6	12
Cc1sc(NC(=O)CSc2nc(N)n(CC(=O)c3ccccc3)n2)c(C#N)c1C	-0.37	-0.2	-3	-28[20 µM]	-10	0	-0.7	0	-21
CN(C)S(=O)(=O)c1cc(NC(=O)COC(=O)Cc2cccc3ccccc23)ccc1Cl	0.19	1.6	-2	1	6	-15	0.9	-4	3
Cc1cc(=O)oc2cc(OC(C)C(=O)N3CCOCC3)ccc12 (centres undefined)	.	1.0	-24	-15[20 µM]	-90	-3	0.8	2	-23
O=C(O)c1cccc(S(=O)(=O)N2CCOCC2)c1	.	-1.0	-9	-5[20 µM]	-48	-4	1.0	-32	-11
O=C(CSc1ccc2nnc(-c3ccccc3)n2n1)N1CCCc2ccccc21	-0.62	0.5	-3	-9	-3	-1	0.3	13	-4
COC(=O)CN1C(=O)C(O)(CC(=O)c2ccc(Cl)cc2)c2ccccc21 (centres undefined)	1.3	0.8	14	-17	14	41*	0.4	-2	3
CCc1ccc(N/C(SCc2cccc(F)c2)=C(/C#N)C(=O)NCc2ccco2)cc1	.	0.0	-9	-8	23	-3	0.8	-1	-20
COCCCn1c(=S)[nH]c2ncccc2c1=O	3.6	1.9	-8	-12	-15	-4	0.3	13	-11
CC(C)c1nc(-c2ccccc2)c(-c2ccccc2)[nH]1	-0.41	-0.7	4	-13[20 µM]	7	2	0.5	-8	9
CCOC(=O)/C(C#N)=C/c1cc(C)n(-c2ccccc2)c1C	.	-0.2	-14	-17[20 µM]	3	-4	1.4	42	-20
CC1=CC(C)(C)N2C(=O)C3(C(C#N)=C(N)Oc4cc(O)ccc43)c3cccc1c32 (centres undefined)	-0.51	0.7	10	-20	-31	-1	0.5	9	3
COc1ccc(C2CC3(CC(C)(C)NC(=S)N3)Oc3cc(O)cc(C)c32)cc1OC (centres undefined)	-0.51	-0.6	-3	-22	-33	-2	0.5	18	-5

Results in Cl transport mod, Furin inh and TRPML3 ag, for three of the compounds above:
Molecule	Cl transport mod	Furin inh	TRPML3 ag
COCCCn1c(=S)[nH]c2ncccc2c1=O	3.6	-12	0.3
CC1=CC(C)(C)N2C(=O)C3(C(C#N)=C(N)Oc4cc(O)ccc43)c3cccc1c32 (centres undefined)	-0.51	-20	0.5
CCc1ccc(N/C(SCc2cccc(F)c2)=C(/C#N)C(=O)NCc2ccco2)cc1	.	-8	0.8

Source: PubChem (several laboratories)
